Bioassay records (PubChem BioAssay)
HTR2A ag: mouse HTR2A agonism via beta-arrestin recruitment. P35363. CHO-K1 mHTR2A beta-arrestin complementation, luminescence; percent of 30 µM serotonin response. activation, % at 7.6 µM. 0.66% of 360,000 active. AID 624169;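 active = activation above a run cutoff, the mean activation of all tested compounds plus 3 SD, cut at about 14% in these data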;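 also: 0% = plate median of compound wells and 100% = 30 µM serotonin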
Target sequence (P35363 whole entry, looked up): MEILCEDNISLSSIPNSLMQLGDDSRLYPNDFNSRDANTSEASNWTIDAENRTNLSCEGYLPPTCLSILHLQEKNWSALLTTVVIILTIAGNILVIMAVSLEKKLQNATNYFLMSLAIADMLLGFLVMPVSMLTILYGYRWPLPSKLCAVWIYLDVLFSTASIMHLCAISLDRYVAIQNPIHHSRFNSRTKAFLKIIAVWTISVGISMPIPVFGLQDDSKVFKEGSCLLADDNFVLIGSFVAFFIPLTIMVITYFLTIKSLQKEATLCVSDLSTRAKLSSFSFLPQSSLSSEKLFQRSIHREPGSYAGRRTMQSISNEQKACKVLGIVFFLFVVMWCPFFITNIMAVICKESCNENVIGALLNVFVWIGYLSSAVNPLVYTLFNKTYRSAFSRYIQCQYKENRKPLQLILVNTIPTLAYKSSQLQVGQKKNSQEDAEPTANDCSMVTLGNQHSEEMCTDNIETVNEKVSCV
aDG glyco up: alpha-DG glycosylation activation; activation, % at 10 µM; AID 624168; 0.22% of 360,000 active; Pro5-aDG cells, alpha-DG glycosylation AlphaScreen (IIH6); 0% Pro5, 100% B10-LARGE cell signal;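 active = activation of at least 8% versus controls, or a plate z-score of at least 8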;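 also: Pro5 are CHO cells carrying HIG-tagged alpha-DG that lacks glycosylation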
Cardio protect: myocardial damage modulation in H9c2 cells. H9c2 cardiomyocytes, H2O2 injury protection, ATPLite, 2 h. protection from H2O2 cell death, % at 20 µM. 0.63% of 360,000 active. AID 588492;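 active = compounds giving at least 50% protection of heart cells from peroxide-induced death in the single-dose screen, raw or plate-pattern-corrected value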;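 also: 0% = DMSO wells with peroxide and 100% = DMSO wells without peroxide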
CaV13 ICDI inh: Primary screen for inhibitors of IQ motif and Ca2+-dependent inactivation inhibitor domain binding in CACNA1D, Förster resonance energy transfer in living cells, … | inhibition, % at 12.3 µM | 0.098% of 340,000 active | HEK cells, CFP/YFP FRET ICDI-IQ, plate reader, 10 min; percent FRET-ratio fall versus neutral wells;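 active = mean replicate inhibition of at least 30% and at least 1% of replicates passing that level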;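 also: 0% = median of the neutral control wells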
PDI turbidity: inhibitors of human protein disulfide isomerase; P07237; PDI insulin aggregation turbidity, A650, 90 min; inhibition, % at 10 µM; 0.052% of 350,000 active;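 active = mean inhibition across replicates of 30% or more, whatever share of single replicates reach that level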;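 also: absorbance from insulin aggregation driven by PDI reduction with DTT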
Target sequence (P07237 whole entry, looked up): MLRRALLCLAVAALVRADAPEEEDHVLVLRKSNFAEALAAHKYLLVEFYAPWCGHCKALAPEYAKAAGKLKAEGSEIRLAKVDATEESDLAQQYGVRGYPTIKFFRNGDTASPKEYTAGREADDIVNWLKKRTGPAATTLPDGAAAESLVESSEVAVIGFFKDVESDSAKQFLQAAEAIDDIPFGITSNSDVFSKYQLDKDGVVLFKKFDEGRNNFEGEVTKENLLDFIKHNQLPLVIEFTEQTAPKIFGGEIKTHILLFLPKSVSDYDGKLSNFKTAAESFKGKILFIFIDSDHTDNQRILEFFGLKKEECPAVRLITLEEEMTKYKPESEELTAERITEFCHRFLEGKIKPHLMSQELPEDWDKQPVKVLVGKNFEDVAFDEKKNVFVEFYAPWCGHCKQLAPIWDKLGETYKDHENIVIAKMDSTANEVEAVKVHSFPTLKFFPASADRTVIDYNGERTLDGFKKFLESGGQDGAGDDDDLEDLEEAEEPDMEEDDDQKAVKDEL
iPSC survival up: enhancers of human iPSC single-cell survival; hiPSC single-cell survival, ATPlite luminescence; 100% = ROCK inhibitor wells, 0% = DMSO; survival enhancement, % at 20 µM; 0.044% of 360,000 active; AID 602274; in the data active = survival enhancement above about 18%;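 also: cells exposed to compounds for 16 hours before the ATP read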
Vif inh: inhibitors of HIV Vif | HEK293T cells, Vif self-association by quenched fluorescence, imaging, 24 h | 0.35% of 340,000 active | inhibition, % at 7.49 µM; in the data active = inhibition above about 50%, passing the limit was not always enough; also: some results filed as inactive read as strong as hits
ABCB6 inh MLPCN: human ABCB6 transporter inhibition; Q9NP58; K562-ABCB6 porphyrin accumulation, flow cytometry, 1 h; stronger effect = lower value; fluorescence ratio to DMSO, % at 10 µM; 0.19% of 360,000 active;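 active = fluorescence ratio to DMSO below 75%, the collection mean minus 3 SD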;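 also: signal is porphyrin accumulated inside mitochondria; 100% equals median channel fluorescence of DMSO control wells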
Granule exo inh: lytic granule exocytosis inhibition; TALL-104 LAMP-1 surface exposure, flow cytometry; cells stimulated with thapsigargin and PMA; inhibition, % at 10 µM; 0.66% of 360,000 active;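 active = inhibition above about 55%, limit read from the data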
N-glyco inh: N-linked glycosylation inhibition; reporter increase, % at 12.5 µM; 0.23% of 360,000 active; D54 ERlucT glycosylation luciferase reporter, 24 h; percent of 100 nM tunicamycin response;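 active = mean luciferase reporter signal, scaled so untreated is 0 and the glycosylation-blocking control 100, at or above a set limit in every replicate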;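 also: luciferase carries N-glycosylation sites so blocking glycosylation raises the light; 0% = median of neutral control wells and 100% = median of 100 nM tunicamycin wells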
Starred values were filed as active, the others as inactive; . = no result given.

SMILES	HTR2A ag	aDG glyco up	Cardio protect	CaV13 ICDI inh	PDI turbidity	iPSC survival up	Vif inh	ABCB6 inh MLPCN	Granule exo inh	N-glyco inh
Cc1ccc(OCC(=O)NNC(=O)CCC(=O)NCc2ccccc2)cc1	-0.2	0.0	5.2	-7.8	-7.0	4.1	6.6	104.0	1.8	2.2
C#CCNC(=O)C1=C[C@H](c2coc3ccccc3c2=O)C[C@H](OCCCCO)O1	8.0	0.5	-2.2	-10.4	-1.2	1.0	7.6	100.0	-1.2	-1.9
CCC(=O)Nc1c(-c2ccc(C)cc2)c(=O)c2ccccc2n1C	2.2	0.0	13.1	-4.1	-3.5	0.0	-3.3	97.0	39.2	1.4
NC1=NN=C(N2N=C(c3ccccc3)CC2(O)C(F)(F)F)n2ncnc2C1 (stereo unspecified)	4.9	0.3	-4.1	-18.8	0.5	-0.5	-4.2	110.0	-11.8	2.0
CCc1ccccc1NC(=O)c1ccc(F)c(S(=O)(=O)N2CCC(C(N)=O)CC2)c1	-5.2	-0.1	-2.0	-4.1	0.6	-3.3	1.5	97.0	-1.0	2.0
OCCO	0.7	-0.2	2.1	.	.	-0.2	55.2*	99.0	6.8	0.3
Cc1ccc(NC2CCCN(C(=O)Cc3nonc3C)C2)cc1C (stereo unspecified)	-0.7	-0.4	-4.2	-7.2	1.2	0.0	-1.0	96.0	1.2	2.8
CCN1CCN(c2ccc(S(=O)(=O)N3CCOCC3)cc2NC(=O)c2cc(F)c(F)c(F)c2F)CC1	6.8	1.1	-2.7	-9.5	-7.5	-2.1	-1.7	104.0	5.6	-3.6
CCc1noc(N)c1C(=O)Nc1ccc(F)c(Cl)c1	1.9	0.3	-2.5	1.0	2.3	8.0	0.8	91.0	-2.9	1.8
CN(Cc1ccccc1)C(=O)COC(=O)c1cc(=O)[nH]c2ccccc12	4.7	-0.1	-3.7	-14.3	2.8	2.7	11.3	97.0	0.4	0.0
CSCCNC(=O)c1ccc(OC2CCN(CCc3ccccc3)CC2)cc1	-10.2	0.1	0.2	-6.5	11.7	-0.7	0.0	90.0	2.8	-1.8
CC1=CC(C)(C)NC(=S)N1c1ccc([N+](=O)[O-])cc1	3.3	0.7	-6.6	-5.1	-2.6	1.3	-7.0	103.0	4.9	-1.2
Cc1nc(NCCc2ccc(O)cc2)c2nnn(Cc3ccccc3)c2n1	-0.3	0.0	-5.9	-3.6	13.1	-0.6	-8.1	98.0	5.3	2.2
CCC(=O)Nc1cccc(NC(=O)CSc2nnc(-c3ccc(NS(C)(=O)=O)cc3)n2C)c1	-3.2	0.1	-0.6	-9.3	-7.9	-2.5	-1.3	103.0	2.0	0.8
Cc1nn(CCCC(=O)NCc2ccccc2)c(=O)c2nccn12	6.4	-0.2	-1.9	-6.2	.	1.0	-0.6	102.0	2.8	1.5
Cc1ccc(NC(=O)C2CC(=O)N(CCc3ccccc3)C2)c(C)c1 (stereo unspecified)	1.0	0.0	-4.8	-1.6	-1.2	-0.7	-2.5	103.0	-0.3	2.0
Cc1cc(C)cc(NC(=S)N2CCC(NC(=O)C3CC3)CC2)c1	5.4	0.0	3.1	-5.0	17.2	-0.1	31.5	100.0	13.9	0.6
O=C(NCc1n[nH]c(=S)n1-c1ccccc1Cl)c1ccc(S(=O)(=O)N2CCCCC2)cc1	3.5	-0.1	-2.4	-2.6	2.2	-0.6	-4.3	98.0	-5.5	0.7
O=C(NCc1ccc2c(c1)OCO2)C1CC(=O)N(c2ccc(O)cc2)C1 (stereo unspecified)	2.5	0.0	2.4	-1.5	18.9	2.9	2.9	89.0	-1.3	0.3
Cc1csc(C(=O)NN)c1N(C)C	-2.4	-0.2	2.2	-11.7	9.9	-0.8	10.1	101.0	0.8	-1.5

Entries of single compounds from above. Screens in order: HTR2A ag, aDG glyco up, Cardio protect, CaV13 ICDI inh, PDI turbidity, iPSC survival up, Vif inh, ABCB6 inh MLPCN, Granule exo inh, N-glyco inh
Listed for Cc1ccc(NC(=O)C2CC(=O)N(CCc3ccccc3)C2)c(C)c1 (stereo unspecified) = 1.0, 0.0, -4.8, -1.6, -1.2, -0.7, -2.5, 103.0, -0.3, 2.0
Listed for C#CCNC(=O)C1=C[C@H](c2coc3ccccc3c2=O)C[C@H](OCCCCO)O1 = 8.0, 0.5, -2.2, -10.4, -1.2, 1.0, 7.6, 100.0, -1.2, -1.9
Listed for CCc1noc(N)c1C(=O)Nc1ccc(F)c(Cl)c1 = 1.9, 0.3, -2.5, 1.0, 2.3, 8.0, 0.8, 91.0, -2.9, 1.8
Listed for CCC(=O)Nc1cccc(NC(=O)CSc2nnc(-c3ccc(NS(C)(=O)=O)cc3)n2C)c1 = -3.2, 0.1, -0.6, -9.3, -7.9, -2.5, -1.3, 103.0, 2.0, 0.8

(list continues)
SMILES	HTR2A ag	aDG glyco up	Cardio protect	CaV13 ICDI inh	PDI turbidity	iPSC survival up	Vif inh	ABCB6 inh MLPCN	Granule exo inh	N-glyco inh
CCCCCCCNC(=O)C1(CC2CC(c3ccc(Cl)cc3)=NO2)CCN(C(=O)OC(C)(C)C)CC1 (stereo unspecified)	-8.4	0.5	-5.0	-3.9	12.0	-2.6	3.0	92.0	-2.3	-0.5
CCOc1ccccc1NC1=CC(=O)CC(c2ccccc2)C1 (stereo unspecified)	7.1	0.0	-8.9	-5.7	7.0	-1.0	15.6	96.0	-0.1	8.1
OC(c1ccc2ccccc2c1)c1ncc(-c2ccc(C(F)(F)F)cc2)[nH]1 (stereo unspecified)	-3.0	0.3	-10.8	-7.3	-5.8	1.4	.	104.0	0.1	-2.4
CCOC(=O)CSc1nnc(N)s1	12.8	0.0	3.6	.	-4.3	-0.2	5.0	99.0	0.3	1.6
Cc1ccc(N2C(=O)N(CC(=O)Nc3cccc(Cl)c3)C(=O)C2C)cc1 (stereo unspecified)	-3.7	0.3	-8.1	-5.2	3.0	-0.3	-0.7	95.0	-0.5	0.0
COc1ccc(Cl)cc1NC(=S)NCc1ccco1	4.2	-0.1	4.4	-3.9	-5.8	-1.2	22.9	89.0	2.0	1.2
CCOC(=O)N1CCN(CC(O)COc2c(OC)cccc2OC)CC1 (stereo unspecified)	-6.7	-0.1	4.2	-1.5	3.3	6.2	2.8	88.0	0.1	2.5
CCc1c(C)nc2[nH]ncn2c1=O	2.1	0.1	1.1	-11.6	9.3	-1.8	6.7	96.0	-4.4	-1.9
CS(=O)(=O)N1CCC(C(=O)Nc2ccccc2)CC1	-0.7	-0.1	0.5	.	8.4	2.4	-2.5	98.0	-1.2	0.7
CC1(C)O[C@@H]1COc1c2ccoc2cc2oc(=O)ccc12	4.4	0.0	1.0	-9.7	-4.2	-0.1	-5.7	94.0	8.3	8.3
COc1cc(C(=O)Nc2ccc(S(=O)(=O)Nc3onc(C)c3C)cc2)cc(OC)c1OC	2.1	-0.1	0.0	-3.0	9.6	6.1	1.6	99.0	4.2	-0.8
COc1ccc(N2CSC3=C(C#N)C(c4cccc(OC)c4OC)CC(=O)N3C2)cc1 (stereo unspecified)	-0.9	-0.2	-6.3	-6.2	.	0.8	-1.3	91.0	-2.3	3.6
O=C(/C=C/c1ccccc1[N+](=O)[O-])Nc1cccnc1	-10.2	-0.1	1.4	-5.6	8.4	-1.1	-1.8	97.0	-4.0	0.8
CC(=O)NCCc1nc2ccccc2n1Cc1cc(C)ccc1C	-3.3	0.1	-0.4	-4.3	3.5	-0.6	0.3	102.0	-2.7	-0.6
COc1ccc(NC(=O)CN2C(=O)NC3(CCCC3)C2=O)cc1	-0.2	0.0	3.6	-2.7	11.4	-0.3	-11.4	95.0	10.0	2.8
CC(C)(C(=O)c1ccccc1)/[N+]([O-])=C/c1ccccc1F	-2.5	-0.1	-5.3	-3.0	14.4	-0.3	.	101.0	1.2	1.5
CCCn1c(N)c(C(=O)COC(=O)c2cccc(S(=O)(=O)N3CCOCC3)c2)c(=O)[nH]c1=O	1.0	-0.3	-0.9	-6.1	-19.1	-0.4	19.7	96.0	-1.9	0.1
CC(=O)c1ccc(OCC(O)CNCc2ccc3c(c2)OCO3)cc1 (stereo unspecified)	2.9	0.0	-0.2	-1.9	12.4	-0.2	4.9	97.0	5.2	3.4
COc1ccc(/C(CC2(O)C(=O)Nc3ccccc32)=N\O)cc1 (stereo unspecified)	-0.3	6.6*	5.9	-4.7	4.5	-1.8	.	100.0	2.0	2.7
CN1CCN(C(=S)c2ccc(-c3cccc(Cl)c3Cl)o2)CC1	-5.2	-0.4	-3.3	-2.5	1.3	3.2	-1.2	97.0	21.8	-7.4
O=C(COc1ccc2ccccc2c1)N1CCN(C(=O)c2ccco2)CC1	4.3	-0.2	0.3	-5.3	-20.4	0.4	4.5	101.0	-2.0	1.5
COc1cc(C(=O)N/N=C/c2ccc(OC(=O)c3cccc(C)c3)c(OC)c2)ccc1O	-3.1	0.2	58.0*	-6.2	6.1	0.3	2.8	100.0	1.6	5.5
Cc1cc(NC(=O)CSCC(=O)N(c2ccc(F)cc2)C(C(=O)NC2CCCCC2)c2ccc(O)c(O)c2)no1 (stereo unspecified)	1.3	0.0	8.1	-5.0	2.2	1.0	-1.0	96.0	1.0	3.7
C/C(=N\NC(=O)CNc1cccc2ccccc12)c1ccc(Br)s1	-4.0	-0.2	-24.1	-5.0	0.1	-0.3	-0.9	104.0	4.2	3.5
CCCN(Cc1nnc(-c2cccs2)o1)C(=O)c1cccc(S(=O)(=O)N2CCOCC2)c1	-3.6	0.3	12.5	-5.7	4.1	-0.4	-3.3	100.0	2.4	-0.6
CCOc1ccccc1C(=O)NC(C(=O)NCc1ccc(F)cc1)C(C)C (stereo unspecified)	8.0	-0.2	-5.0	1.7	-4.8	-0.5	-2.1	94.0	4.2	-0.4
CC(C)C(C(=O)C=[N+]=[N-])N1C(=O)c2ccccc2C1=O (stereo unspecified)	3.9	0.0	9.8	.	6.9	-2.7	20.1	97.0	0.3	0.6
COc1ccc(CC(N)c2csc(NC(=O)c3ccc(F)cc3)n2)cc1 (stereo unspecified)	-4.9	0.0	2.0	-6.8	-5.7	2.1	-5.8	95.0	-5.6	-2.7
CCC(CC)C(=O)NN(C(=O)c1ccncc1)C1CC(=O)N(c2ccccc2)C1=O (stereo unspecified)	-4.0	0.1	5.7	8.0	-10.2	-0.1	11.8	98.0	1.3	-1.0
O=C(CC1C(=O)NCCN1Cc1ccccc1)NCCC1=CCCCC1 (stereo unspecified)	-6.7	-0.4	-0.2	-7.4	-1.2	-0.5	-5.7	103.0	-3.5	1.6
COc1ccc(/C=C/C(=O)NCc2cccnc2)cc1	-0.9	0.0	-2.9	6.6	-2.6	4.7	1.2	96.0	-1.9	1.6
Cc1cccc(OCCOc2ccccc2C=C(C#N)C#N)c1	3.9	-0.1	-11.7	-1.7	-3.2	-3.2	-1.8	95.0	-3.0	21.3
Cc1ccc(OCCC(=O)N(Cc2ccccc2)c2c(N)n(Cc3ccccc3)c(=O)[nH]c2=O)cc1	0.9	-0.1	3.5	-15.7	-0.2	-0.5	9.0	97.0	2.8	8.8
O=C(NC1CCCCC1)c1ccc(-c2ccccc2F)o1	-2.3	0.2	-12.4	-5.6	1.8	-1.1	-1.8	94.0	5.0	-12.6

Rows were taken by chance; 3.1% or so of the library scored in one or more.
